PfG6PD inh – PfG6PD enzyme inhibitors, primary screen, biochemical, fluorescence intensity, uHTS | AID 504690, 2011 | inhibition, % at 20 µM | glucose-6-phosphate dehydrogenase-6-phosphogluconolactonase (Plasmodium falciparum 3D7) | PfGluPho enzyme, NADPH resazurin-diaphorase fluorescence | 350,000 compounds, 0.78% hits;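 active means inhibition reaching at least a set limit at 20 µM in the primary screen, cut at about 59% in these data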;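 further: 0% = DMSO wells with substrate and 100% = DMSO wells lacking glucose-6-phosphate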
ATG4B inhibitor – ATG4B protease inhibitors, primary screen, biochemical, fluorescence, uHTS; Cysteine protease ATG4B (Homo sapiens), Q9Y4P1; 340,000 compounds, 0.51% hits; ATG4B cleavage of LC3-PLA2, NBD-HPC fluorescence, 1 h; inhibition, % at 8.33 µM; in the data active means inhibition above about 40%
mIAP activ – activators of mouse IAP, primary screen, biochemical, luminescence, uHTS | AID 2805, 2010 | intestinal alkaline phosphatase [Mus musculus] | 330,000 compounds, 0.24% hits | muIAP, CDP-Star luminescence, 30 min; stronger effect = higher value; 1 = vehicle-only enzyme signal, 0 = enzyme-free wells | activation factor at 10 µM;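 active means activation factor of at least 2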; further: the source names both 10 and 20 µM as test concentration; values of inactives mirror those of a sister screen read the other way
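System: Mouse IAP enzyme | Also added: CDP-Star substrate | Dosing: Compounds dispensed in DMSO | Schedule: 30 min enzyme-substrate-compound incubation at room temperature | Technique: Chemiluminescence readout | Control set: DMSO-only wells and no-enzyme negative control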
HKDC1 inhibitor – HKDC1 hexokinase inhibitors, primary screen, biochemical, fluorescence, uHTS. 340,000 compounds, 0.16% hits. inhibition, % at 20 µM. recombinant HKDC1, G6PDH/diaphorase resazurin coupled fluorescence;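 active means inhibition above about 35% when tested at 20 µM, limit read from the data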;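 further: plate controls were DMSO wells with enzyme for no effect and DMSO wells lacking enzyme for full effect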
Target sequence (Q2TB90 whole entry, looked up): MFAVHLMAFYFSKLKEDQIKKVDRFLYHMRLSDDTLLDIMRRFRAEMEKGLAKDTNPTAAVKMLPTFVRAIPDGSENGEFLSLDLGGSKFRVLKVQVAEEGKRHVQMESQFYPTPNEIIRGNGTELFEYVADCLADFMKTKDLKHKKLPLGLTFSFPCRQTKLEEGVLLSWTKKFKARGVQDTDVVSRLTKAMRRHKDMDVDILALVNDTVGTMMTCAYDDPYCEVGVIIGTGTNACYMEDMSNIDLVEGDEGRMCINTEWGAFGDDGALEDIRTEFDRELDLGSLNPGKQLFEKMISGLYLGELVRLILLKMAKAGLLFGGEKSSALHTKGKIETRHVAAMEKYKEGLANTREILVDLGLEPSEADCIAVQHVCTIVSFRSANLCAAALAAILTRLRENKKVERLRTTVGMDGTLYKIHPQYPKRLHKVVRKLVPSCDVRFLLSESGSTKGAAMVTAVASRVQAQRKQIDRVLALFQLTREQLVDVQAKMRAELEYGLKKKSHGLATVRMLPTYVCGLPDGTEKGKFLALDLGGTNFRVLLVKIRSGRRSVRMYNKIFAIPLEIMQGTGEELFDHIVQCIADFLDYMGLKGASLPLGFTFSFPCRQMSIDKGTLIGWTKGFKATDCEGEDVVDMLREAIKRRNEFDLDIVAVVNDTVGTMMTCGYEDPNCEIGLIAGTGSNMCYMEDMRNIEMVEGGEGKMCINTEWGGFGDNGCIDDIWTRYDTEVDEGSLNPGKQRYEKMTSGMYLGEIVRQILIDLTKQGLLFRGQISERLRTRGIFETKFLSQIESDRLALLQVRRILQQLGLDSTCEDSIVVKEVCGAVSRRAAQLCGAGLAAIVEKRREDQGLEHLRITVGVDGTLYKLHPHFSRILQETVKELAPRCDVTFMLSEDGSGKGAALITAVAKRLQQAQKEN
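Assay system: in-house recombinant HK5 (HKDC1) enzyme. Input: HKDC1 at 5 µg/mL. Medium: Tris pH 8.0 buffer with MgCl2, Tween-20, BSA, BME. Dosing: single 20 µM dose. Schedule: 90 min reaction incubation at room temperature, dark. Signal: resazurin-to-resorufin fluorescence via G6PDH and diaphorase coupling, 525/613 nm. Controls: DMSO-enzyme wells negative, buffer-substituted wells positive.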
hIAP inh – human IAP inhibitors, primary screen, biochemical, luminescence, uHTS. Intestinal-type alkaline phosphatase (Homo sapiens), P09923. inhibition, % at 10 µM. 330,000 compounds, 0.12% hits. AID 2544, 2010. purified IAP, CDP-Star luminescence, 30 min;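 active means inhibition reaching a set limit with compound at 10 µM in the primary screen, cut at about 35% in these data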;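 further: plate controls were DMSO wells with enzyme for no effect and no-enzyme buffer wells for full effect; values of inactives mirror those of a sister screen read the other way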
mIAP inh – inhibitors of mouse IAP, primary screen, biochemical, luminescence, uHTS. 330,000 compounds, 0.2% hits. inhibition, % at 10 µM. purified mouse IAP, CDP-Star luminescence, 30 min. intestinal alkaline phosphatase [Mus musculus];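 active means inhibition of at least 40% at 10 µM in the primary screen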;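 further: plate controls were DMSO with enzyme for no effect and no enzyme wells for full effect; values of inactives mirror those of a sister screen read the other way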
A3A deaminase – APOBEC3A ssDNA deaminase inhibitors, primary screen, selectivity assay for APOBEC3G inhibitor project, biochemical, FAM/TAMRA oligo cleavage fluorescence. recombinant A3A, FAM/TAMRA ssDNA deamination fluorescence. 330,000 compounds, 0.41% hits. AID 493011, 2011. inhibition, % at 20 µM;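 active means at least 40% inhibition at 20 µM here, with at most 30% in a related deaminase screen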;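 further: plate controls were A3A with DMSO for no effect and wells lacking A3A enzyme for full effect; some results filed as inactive read as strong as hits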
Target sequence (P31941 whole entry, looked up): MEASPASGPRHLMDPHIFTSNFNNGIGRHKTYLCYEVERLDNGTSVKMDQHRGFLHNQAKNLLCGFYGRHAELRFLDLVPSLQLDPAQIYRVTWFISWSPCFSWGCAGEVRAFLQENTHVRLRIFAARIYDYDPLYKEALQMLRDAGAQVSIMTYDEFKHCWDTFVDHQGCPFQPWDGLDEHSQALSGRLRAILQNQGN
hIAP activ – human IAP activators, primary screen, biochemical, luminescence, uHTS | AID 2524, 2010 | Intestinal-type alkaline phosphatase (Homo sapiens), P09923 | purified human IAP, CDP-Star luminescence, 30 min; stronger effect = higher value; 1 = vehicle-only enzyme, 0 = enzyme-free background | activation factor at 10 µM | 330,000 compounds, 0.16% hits;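 active means activation factor of the enzyme at least 2-fold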; further: the source names both 10 and 20 µM as test concentration; values of inactives mirror those of a sister screen read the other way
Active calls of the source: *; · = no result given. Compounds as they come; about 2.4% have a hit in one of these screens.

SMILES | PfG6PD inh | ATG4B inhibitor | mIAP activ | HKDC1 inhibitor | hIAP inh | mIAP inh | A3A deaminase | hIAP activ
COc1ccc(NC(=O)CSc2ccc3c(c2)OCCO3)cc1 | 6 | -5 | 1.1 | 2 | 6 | -7 | -1 | 0.94
Cc1cccc(OCC(=O)NCC(c2cccs2)N2CCOCC2)c1 (stereo not given) | 3 | -7 | 0.98 | 8 | 6 | 2 | -1 | 0.94
O=C(CNC(=O)c1sc2ccccc2c1Cl)NCc1cccnc1 | -12 | 3 | 0.92 | 1 | -10 | 8 | -4 | 1.1
O=C(NCc1ccc(Cl)cc1)C(=O)NCC1OCCCN1S(=O)(=O)c1cccs1 (stereo not given) | -1 | -1 | 0.95 | -1 | 1 | 5 | 0 | 0.99
C=CCSc1nc2ccccc2c(=O)[nH]1 | 3 | -9 | 0.91 | -4 | 16 | 9 | 1 | 0.84
O=C1CC(NS(=O)(=O)c2cccnc2)CN1c1cccc(F)c1 (stereo not given) | 14 | 1 | 0.98 | 5 | 0 | 2 | -2 | 0.99
O=C(CN(C(=O)CCC(=O)Nc1nccs1)c1cccc(F)c1)NCC1CCCO1 (stereo not given) | -3 | -5 | 0.9 | 1 | 2 | 10 | -1 | 0.98
Cc1onc(-c2ccccc2)c1C(=O)n1nnc2ccccc21 | 23 | 3 | 1 | 2 | -11 | 0 | 1 | 1.1
CC1=NNC(=O)C1CC(=O)N/N=C/c1ccncc1 (stereo not given) | 2 | 0 | 1 | -3 | 1 | 0 | -6 | 0.99
Cc1cc(C)cc(NS(=O)(=O)c2ccc3c(c2)C(C)(C)C(=O)N3C)c1 | 12 | -1 | 1 | -1 | 2 | 0 | -1 | 0.98
COc1ccc(C)cc1NS(=O)(=O)c1ccc(NS(=O)(=O)c2ccc(NC(C)=O)cc2)cc1 | -37 | 3 | 1 | 0 | -3 | -3 | -5 | 1
CC1(C)Cc2ccccc2-c2nc(-c3ccccc3)oc(=O)c21 | 11 | -7 | 0.88 | 9 | -21 | 12 | 5 | 1.2
Clc1ccc(C2[C@H]3CN(Cc4cccnc4)[C@H](c4ccccc4)C34CC2(c2cccnc2)C4)cn1 (stereo not given in full) | -6 | 2 | 0.98 | 1 | 17 | 2 | -3 | 0.83
Cc1c(NC(=S)NC(=O)c2cccc([N+](=O)[O-])c2)c(=O)n(-c2ccccc2)n1C | -11 | 3 | 0.99 | -7 | 6 | 1 | -6 | 0.94
CCc1cccc(C)c1NC(=O)c1ccoc1C | 25 | -5 | 0.99 | 3 | -2 | 1 | -4 | 1
O=C(Cc1cc(=O)[nH]c(=O)[nH]1)N1CCC(Cc2ccccc2)CC1 | -9 | -6 | 1 | -4 | 16 | -4 | -6 | 0.84
OC1(c2ccc(F)cc2)CN(c2ccccc2)C2=[N+]1CCS2 (stereo not given) | -2 | -3 | 1 | -8 | 5 | -5 | -1 | 0.95
COc1ccc(Br)cc1CN(C)CC(=O)Nc1ccccc1Cl | -17 | 7 | 0.94 | -6 | 1 | 6 | 0 | 0.99
Cc1ccc(NC(=O)C2CCC(=O)N2)cc1C (stereo not given) | 16 | -9 | 1 | -5 | -9 | -3 | -4 | 1.1
O=C(NCc1ccccc1)Nc1cccn(Cc2ccccc2Cl)c1=O | 9 | 26 | 1 | 9 | -10 | -4 | -2 | 1.1
O=C(Nc1ccccc1-c1ccccc1)c1ccc(NC(=O)c2ccco2)cc1 | 4 | 29 | 1 | 0 | 13 | -3 | 2 | 0.87
CC(NC(=O)C1CCCCC1)C(c1cccs1)N1CCN(C)CC1 (stereo not given) | -7 | -13 | 1.1 | -5 | 13 | -5 | -3 | 0.87
Cc1ccc(NCc2nnc(SCC(=O)c3ccccc3)n2Cc2ccco2)c(C)c1 | 35 | 32 | 0.91 | 5 | 12 | 9 | 2 | 0.88
O=C(NCc1ccccn1)c1ccc(Br)s1 | 4 | 3 | 1.1 | -7 | 19 | -9 | 2 | 0.81
Cc1nc2ccccc2n1CC(=O)NC1CCCCCC1 | 6 | -4 | 0.95 | -4 | -12 | 5 | -1 | 1.1
CCN1C(=O)/C(=C\c2ccc(-c3cccc(C(=O)OC)c3)o2)SC1=Nc1ccc(C(=O)O)cc1 | · | · | 0.92 | · | 14 | 8 | 2 | 0.86
O=C(CSc1ccccc1)N1CCc2ccccc21 | 21 | -3 | 1.1 | 8 | -56 | -9 | 1 | 1.6
COc1cc(-c2nc3oc4ccccc4c(=O)c3c(=O)n2Cc2ccco2)cc(OC)c1OC | -13 | -15 | 0.93 | -9 | 15 | 7 | 0 | 0.85
O=C(CSc1nnc(C2COc3ccccc3O2)o1)Nc1ccc(F)cc1Cl (stereo not given) | 8 | -4 | 0.85 | -4 | -41 | 15 | 0 | 1.4
COc1ccc(C(=O)N2CCN=C2SCc2cccnc2)cc1OC | 7 | -10 | 1 | -2 | -7 | -2 | 0 | 1.1
CCOc1ccc(-c2onc(C(F)(F)F)c2-c2cscn2)c(O)c1 | 39 | 38 | 0.95 | -2 | 0 | 5 | -1 | 1
CCCCn1c(N)c(N(CCC(C)C)C(=O)COC(=O)c2ccc([N+](=O)[O-])s2)c(=O)[nH]c1=O | 3 | -12 | 1 | 3 | -30 | -3 | -1 | 1.3
CCOc1cc(CNCc2ccccn2)ccc1OCC(=O)NC1CCCCC1 | -9 | -17 | 1.1 | -3 | -26 | -6 | 1 | 1.3
CCOC(=O)N1CCN(Cc2nc(Cc3cccc(F)c3)no2)CC1 | 2 | 1 | 1 | -5 | -3 | -1 | -1 | 1
Cc1cc(C)n2nc(C(=O)N/N=C/C=C/c3ccccc3)nc2n1 | 4 | 1 | 0.96 | -4 | 12 | 4 | 3 | 0.88
CC(C)(C)NC(=O)NC(=O)CN1CCN(S(=O)(=O)c2ccccc2)CC1 | -4 | -6 | 1 | -3 | -5 | -2 | 0 | 1
COc1ccc(NC(=O)c2ccccc2NC(=O)COc2ccccc2)cc1 | -3 | -9 | 1.1 | -5 | 22 | -6 | -3 | 0.78
O=C1c2cccc3cc([N+](=O)[O-])cc(c23)C(=O)N1CCN1CCCC1 | -2 | -3 | 0.91 | 3 | -11 | 9 | 41* | 1.1
CCC(=O)Nc1ccc(NC(=O)CSc2nnc(-c3ccco3)n2C)cc1 | -10 | 2 | 1 | -5 | 13 | 0 | 2 | 0.87
N#Cc1c(-c2ccccc2)cc(-c2ccccc2)[nH]c1=O | -23 | 10 | 0.98 | -2 | 2 | 2 | -2 | 0.98
Cc1nn(Cc2ccccc2Cl)c(C)c1NC(=O)c1cc(-c2ccc(F)cc2)on1 | -10 | 0 | 1 | 9 | 18 | -1 | -1 | 0.82
N/N=c1\sc2ccccc2n1-c1ccccc1 | 7 | -3 | 0.92 | -5 | 0 | 8 | 0 | 1
Cc1ccc(-n2ncc3c(=O)[nH]c(SCC(=O)N4CCOCC4)nc32)cc1 | 10 | -11 | 0.97 | -7 | 11 | 3 | -3 | 0.89
COCCCNC(=O)C1CCN(C(=O)c2cc3sccc3n2Cc2ccc(F)cc2)CC1 | 7 | -19 | 1.1 | -5 | -7 | -7 | -1 | 1.1
CCNc1nc(SCC(=O)Nc2ccc(Cl)c(Cl)c2)nc(N(C)C)n1 | 3 | -7 | 1.8 | 2 | -26 | -82 | 4 | 1.3
O=C(CSc1nc2ccccc2[nH]1)N1CCN(c2ccccc2)CC1 | -6 | -12 | 1.1 | -8 | 16 | -8 | 3 | 0.84
CCOC(=O)C(C(=O)OCC)C(C[N+](=O)[O-])c1ccccc1 (stereo not given) | -14 | -7 | 0.94 | -12 | 16 | 6 | -1 | 0.84
Cn1c(=O)oc2cc(S(=O)(=O)NCCN3CCc4ccccc4C3)ccc21 | -9 | -7 | 0.95 | -1 | 5 | 4 | 1 | 0.95
COCC(C)NCc1cccc2ccccc12 (stereo not given) | -18 | 0 | 1 | -3 | 5 | 0 | -2 | 0.95
Cc1ccc(NC(=O)c2ccc(NCC3CCCO3)c([N+](=O)[O-])c2)cc1Cl (stereo not given) | -4 | -8 | 0.98 | -2 | -18 | 2 | 1 | 1.2
The results go on.
SMILES | PfG6PD inh | ATG4B inhibitor | mIAP activ | HKDC1 inhibitor | hIAP inh | mIAP inh | A3A deaminase | hIAP activ
CC(C)CC(NC(=O)C1CCC(C)CC1)C(=O)Nc1ccccn1 (stereo not given) | 7 | -15 | 1 | 3 | -12 | -4 | 3 | 1.1
COc1ccc(S(=O)(=O)N2CCN(CC(=O)Nc3c(C)n[nH]c3C)CC2)cc1OC | -20 | 5 | 1.1 | -2 | 2 | -5 | 1 | 0.98
Cc1cc(=O)[nH]c(SCc2cccc3cccnc23)n1 | -5 | -4 | 0.97 | 6 | 16 | 3 | -4 | 0.84
Cc1ccc(C)c(Cn2nnc3c(=O)[nH]c(C4CCCN(C(=O)CC(C)C)C4)nc32)c1 (stereo not given) | -20 | 7 | 1.1 | -1 | -16 | -9 | -9 | 1.2
O=C(N/N=C/c1c(O)n(-c2ccccc2Cl)c(=O)c2ccccc12)C1COc2ccccc2O1 (stereo not given) | -38 | 13 | 0.78 | 15 | -63 | 22 | -10 | 1.6
COc1ccc(CNC(=O)COC(=O)/C=C/c2cccc(Br)c2)cc1OC | 10 | -3 | 0.97 | -1 | 4 | 3 | -3 | 0.95
C=CCNC(=S)NNC(=O)COc1ccc(Br)cc1 | -6 | 1 | 1 | -7 | -75 | -4 | -2 | 1.7
CC1(C)C(=O)OC(c2cccn2-c2ccc([N+](=O)[O-])cc2)C2(CCCCC2)C1=O (stereo not given) | -4 | 4 | 0.96 | -15 | -3 | 4 | 2 | 1
Nc1ccccc1S(=O)(=O)NCCCCc1ccccc1 | 7 | -2 | 1 | -2 | 6 | -1 | 0 | 0.94
Cc1c(Cl)cccc1NC(=S)NCCc1ccc(Cl)cc1 | -2 | 86* | 1.5 | 2 | -11 | -47 | -8 | 1.1
Cc1cc(C)c(S(=O)(=O)c2ccccc2)c(Cl)n1 | 10 | -2 | 0.96 | -6 | 17 | 4 | -1 | 0.83
CNC(=O)C1CCN(S(=O)(=O)c2c(C)noc2/C=C/c2ccc(OC)cc2)CC1 | -3 | -8 | 1 | -5 | 11 | -1 | -6 | 0.89

Exported as tab-separated lines: part of the list above.
compound	PfG6PD inh	ATG4B inhibitor	mIAP activ	HKDC1 inhibitor	hIAP inh	mIAP inh	A3A deaminase	hIAP activ
CCN1C(=O)/C(=C\c2ccc(-c3cccc(C(=O)OC)c3)o2)SC1=Nc1ccc(C(=O)O)cc1	·	·	0.92	·	14	8	2	0.86
O=C(CSc1ccccc1)N1CCc2ccccc21	21	-3	1.1	8	-56	-9	1	1.6
COc1cc(-c2nc3oc4ccccc4c(=O)c3c(=O)n2Cc2ccco2)cc(OC)c1OC	-13	-15	0.93	-9	15	7	0	0.85

Screens deposited in PubChem by Sanford-Burnham Center for Chemical Genomics.
